# Assay outcomes (PubChem)
# p53ts 39C kill: qHTS Screen for Compounds that Selectively Target Cancer Cells with p53 Mutations: Cytotoxicity of p53ts Cells at the Nonpermissive Temperature | H1299-p53A138V viability at 39C, ATP luminescence, 24 h | Potency, µM (highest dose often 46.1 µM), without a hit: top-dose activity change, negative = cell killing, actives largely listed as cytotoxic | actives 1.5% (n = 130,000) | AID 902, 2007; note: nearly all actives have a fitted effect of over 55% in size
# Imprint erasure: qHTS Assay for Compounds that Induce Erasure of Genomic Imprints; mouse ES Peg3-LacZ reporter, beta-gal luminescence, 40 h; Potency, µM (highest dose often 60.7 µM), without a hit: top-dose activity change, positive = activation, most hits filed as activators; actives 0.02% (n = 110,000);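 note: 0% = negative control wells on the plate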
#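 Readout: BetaGlo luminescence (5 min, room temp) for LacZ from the normally silent maternal Peg3 allele in female Peg3LacZ-Neo ES cells. Cells 300/well, 40 h, 37C, 5% CO2. Data normalized per plate to negative controls.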
# IkB signaling: IkB Signaling; ABC-DLBCL IkBa-CBG/CBR dual luciferase ratio, 4 h; response scale: scaled: untreated 0%, proteasome inhibitor 100%; Potency, µM (top dose mostly 57.1 µM), inactives show at the top dose IkBa stabilization activation; actives 0.04% (n = 110,000); AID 445, 2006; active = well fitted curve in the direction sought with a large enough effect in the signal ratio, not every such curve was filed as active; inconclusive = small, poorly fitted or top-dose-only effect, or a change in a side signal; the % refers to the signal ratio;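 note: the direction sought is a rising ratio; 0% = basal untreated cells and 100% = reference inhibitor full response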
#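 In this assay, an IκBα–CBG68 fusion accumulates when IKK-driven degradation is blocked; native CBR normalizes for cell number. OCI-Ly3 cells were treated 4 h with compound and doxycycline, then green and red light read after Chroma-Glo addition.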
# p53ts 32C kill: qHTS Screen for Compounds that Selectively Target Cancer Cells with p53 Mutations: Cytotoxicity of p53ts Cells at the Permissive Temperature; H1299-p53A138V at 32C, ATP luminescence viability, 24 h; Potency, µM (highest dose often 46.1 µM), for the others: at the highest dose activity change, negative = cytotoxicity, usual class: cytotoxic; actives 0.93% (n = 130,000);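 note: 0% = DMSO and -100% = full killing by reference compound; nearly all actives have a fitted effect of over 55% in size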
#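 Viability by ATPlite luminescence after 24 h compound treatment (up to 46 uM) at the permissive 32C. Cells are H1299 carrying p53 A138V. Scale runs from DMSO basal to 100 uM tamoxifen as full kill; AC50 from Hill fits.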
# Active calls of the source: *; ? = inconclusive; / = not tested or not shown; [ ] = another dose, or the depositor's remark. Unless noted, calls come from the whole dose curve; as a rule, active = well fitted curve in the direction sought with a large enough effect; inconclusive = small, poorly fitted or top-dose-only effect, or another doubt; inactive = no such curve, though single readings can be large; an effect the other way counts as inactive or inconclusive. Unless noted, % is set by controls: 0 for no effect and ±100 for the full control effect; potency is the fitted concentration of half-maximal effect. The order is random. About 1.8% of those tested had a hit in this group.
SMILES,p53ts 39C kill,Imprint erasure,IkB signaling,p53ts 32C kill
CCOC(=O)c1oc2c(CN3CCCCC3C)c(O)ccc2c(=O)c1-c1ccc(OC)c(OC)c1 (configuration not stated),9%,6%,-0.8%,10%
CCCNC(=O)c1ccc(Cn2c(SCC(=O)NC(C)C)nc3ccccc3c2=O)cc1,-3%,-12%[10.9 µM],1.6%,1%
CN(CCOc1ccc(CC2SC(=O)NC2=O)cc1)c1ccccn1 (configuration not stated),5%,-16%,/,-7%
COc1ccc(-c2cc(C(F)(F)F)nc(SCC(=O)Nc3ccc(C(C)=O)cc3)n2)cc1,-1%,5%[10.9 µM],1.4%,0%
COc1ccc(S(=O)(=O)N2CCN(c3ccc(C)cc3C)CC2)cc1OC,1%,-16%,10%,16%
CCCCSc1nnc2nc(C)cc(C)n12,5%,-6%,-0.4%,-4%
CCOC(=O)N1CCN(C(=O)c2ccc3c(c2)NC(=O)C(N2CCOCC2)S3)CC1 (configuration not stated),-9%,-25%,1.6%,7%
C=C(C)c1nc(N)nc(N)n1,13%,-7%,-2.0%,21%
CCN(CC)C(=O)C1CCN(CC2CC=CCC2)CC1 (configuration not stated),1%,-11%,1.6%,0%
CCOc1ccc(OCC)c(NC(=O)CN2CCN(c3cc(C)ccc3C)CC2)c1,-5%,-21%,5.4%,10%
COc1ccc(N2CCN(C(=O)c3nn(C)c4c3CS(=O)(=O)c3ccccc3-4)CC2)cc1,?,-12%[10.9 µM],?,3%
CCc1ccccc1NC(=O)Cn1nnc(C(=O)NCc2ccccc2Cl)c1N,?,8%[10.9 µM],-1.6%,-13%
C/C(=C\C1CCCCC1)C(NC(=O)c1cccnc1)c1ccc(-c2ccccc2)cc1 (configuration not stated),7%,-20%,/,-5%
CCOC(=O)c1ccc(NC(=O)c2nc(SC(C)C)ncc2Cl)cc1,-1%,-8%[10.9 µM],?,-5%
COc1ccc(NC(=O)CSc2nc(-c3ccccc3)c3ccccc3n2)cc1,13%,-5%[10.9 µM],2.4%,5%
CC(C)NC(=O)CCS(=O)(=O)c1ccc(Br)s1,-17%,1%,-0.9%,-19%
Cc1ccc(CNC(=O)c2ccc(Cn3c(=O)c4ccccc4n(CC(=O)Nc4ccc(C)cc4)c3=O)cc2)cc1,-11%,-19%[10.9 µM],2.7%,3%
CCN(CC)CCN1C(=O)c2ccccc2NC1c1ccccc1F (configuration not stated),1%,/,/,-14%
COCCNc1nc2c(c(=O)n(Cc3cccc(Br)c3)c(=O)n2C)n1C,23%,-13%[10.9 µM],-0.2%,-4%
O=C(c1csc2c1CCCC2)N1CCN(c2ncccn2)CC1,3%,-7%,-3.2%,6%
COc1ccc(-n2c3c(c(=O)[nH]c2=O)C(NC(=O)c2ccccc2Cl)(C(F)(F)F)C(=O)N3)cc1 (configuration not stated),23%,-5%[10.9 µM],-1.1%,8%
COc1nc(OC)nc(N2CCC(C(=O)Nc3cccc4c3CCCC4)CC2)n1,0%,-9%,-0.4%,9%
CCOC(=O)CN1C(=O)SC(CC(=O)Nc2nccs2)C1=O (configuration not stated),-3%,-27%,1.5%,11%
Cc1nn(-c2cc(Cl)ccc2N)c(=O)c2ccccc12,7%,4%,0.0%,9%
CCn1c(SCCN2CCCCC2)nnc1-c1ccc(S(=O)(=O)N2CCOCC2)cc1,-5%,-13%,0.8%,-2%

# Filtered by structure, the entries above containing a thiophene ring, fused or not (two)
SMILES,p53ts 39C kill,Imprint erasure,IkB signaling,p53ts 32C kill
CC(C)NC(=O)CCS(=O)(=O)c1ccc(Br)s1,-17%,1%,-0.9%,-19%
O=C(c1csc2c1CCCC2)N1CCN(c2ncccn2)CC1,3%,-7%,-3.2%,6%

# Other records follow.
SMILES,p53ts 39C kill,Imprint erasure,IkB signaling,p53ts 32C kill
O=C(CSc1nnc(-c2ccc(Cl)s2)o1)N1CCOCC1,6%,0%,-1.7%,-17%
COC(=O)c1cc(Br)c(=O)n(-c2ccc(OC)cc2)c1,5%,-3%,0.6%,-2%
O=C(Cn1cnc2onc(-c3ccc(F)cc3)c2c1=O)Nc1ccc(F)c(Cl)c1,13µM*,14%[10.9 µM],?,-1%
CN(C)c1nc(Oc2ccc(C(=O)OCC(=O)Nc3ccccc3)cc2)nc(N(C)C)n1,19%,-20%,?,16%
CC1CC(C)CN(C(=O)COC(=O)CNS(=O)(=O)/C=C/c2ccccc2)C1 (configuration not stated),-8%,-7%,0.7%,1%
c1ccc(Cn2nnnc2C(c2ccccn2)N2CCOCC2)cc1 (configuration not stated),1%,2%,-2.9%,4%
COC(=O)Nc1nc(C)c(C(=O)N(C)C)s1,0%,6%,-0.2%,-1%
CCSc1ncc(Cl)c(C(=O)Nc2c(C(=O)c3ccc(C)c(F)c3)oc3ccccc23)n1,13%,19%[10.9 µM],-1.1%,3%
Cc1ccc(OCC(=O)Nc2ccc3[nH]c(=O)sc3c2)cc1,-11%,2%[10.9 µM],8.2%,8%
Cc1cc(Br)ccc1NC(=O)CNC(=O)CN(C)Cc1nc2ccccc2c(=O)[nH]1,-8%,-7%,1.9%,1%
CCN(CC)S(=O)(=O)c1ccc(S(=O)(=O)N(Cc2ccccn2)Cc2ccco2)cc1,-8%,-16%,?,-8%
COCCCNc1ncnc2c1c(-c1ccccc1)cn2-c1ccc(C)c(Cl)c1,-13%,-11%[10.9 µM],?,5%
CSc1ccccc1NC(=O)CN(Cc1ccc(Cl)cc1)S(C)(=O)=O,-1%,-14%,6.3%,2%
COc1ccc(S(=O)(=O)Nc2ccc(-c3cn4ccsc4n3)cc2)cc1C,-18%,-8%[10.9 µM],?,6%
Cc1c(C(=O)NCc2ccc(Cl)cc2)sc2nc3n(c(=O)c12)CCCCC3,-1%,-10%[10.9 µM],-0.9%,-4%
Cc1cc(C)cc(OCC(=O)NCc2nc(-c3ccccc3)no2)c1,2%,-18%,3.6%,9%
CCOC(=O)c1cccc(-n2c(C)nc3ccccc3c2=O)c1,-1%,-11%,-0.5%,7%
Cc1cccc(C)c1NC(=O)[C@H](C)N,1%[20.6 µM],13%[16.8 µM],1.6%[25.6 µM],-1%[20.6 µM]
Cc1ccc(Cl)cc1NC(=O)CCS(=O)(=O)c1ccc2c(c1)n(C)c(=O)c(=O)n2C,-4%,-4%[10.9 µM],0.3%,-7%
Cc1ccc(S(=O)(=O)N(CC(=O)O)Cc2cccc(C)c2)cc1,7%,/,/,-6%
Cc1ccc2nc(NCc3ccco3)c(C=NCc3ccco3)c(=O)n2c1,6%,-16%,-2.1%,-19%
COC(=O)c1nnn(-c2cccc(C)c2)c1N,12%,-6%[10.9 µM],-1.6%,-6%
CCCC(=O)N1c2ccc(-c3csc(N)n3)cc2CC1C (configuration not stated),13µM*,5%,-2.0%,?
O=S(=O)(c1ccc(Cl)cc1)c1nnn2c1nc(NCc1ccc3c(c1)OCO3)c1sccc12,-21%,-10%[10.9 µM],?,-10%
CCOc1ccc(Cn2c(CNS(=O)(=O)c3cccs3)nc3cccnc32)cc1,-26%,-9%[10.9 µM],-0.1%,7%
# (cont.)
SMILES,p53ts 39C kill,Imprint erasure,IkB signaling,p53ts 32C kill
O=C(CSc1nnc(-c2cccs2)n1Cc1ccco1)c1ccc2c(c1)OCO2,2%,-15%,0.4%,-9%
O=C(Nc1ccc(F)cc1)N(CCCN1CCOCC1)Cc1cc2cc3c(cc2[nH]c1=O)OCCO3,-13%,-13%,2.2%,4%
CCOC(=O)N1CCN(C(=O)CS(=O)(=O)Cc2nc(-c3ccccc3C)oc2C)CC1,-16%,-18%,-1.3%,-2%
CCOc1ccccc1NC(=O)N1CC(CC)Oc2ccccc21 (configuration not stated),-11%,-12%[10.9 µM],0.6%,-2%
CNC(=O)c1c(NC(=O)/C=C/c2ccccc2Cl)sc2c1CCC2,-20%,-4%[10.9 µM],?,-5%
COC(c1ccccc1Br)C(C)/C=C/CCO (configuration not stated),29%[9.22 µM],/,/,-3%[9.22 µM]
O=C(NC1CCCCC1)C(c1ccc(Cl)cc1)N(C(=O)c1cnccn1)c1ccc2c(c1)OCO2 (configuration not stated),-13%,-14%,1.0%,2%
Fc1ccc(-c2cn3cc(Cc4ccc(Cl)cc4)sc3n2)cc1,-21%,-13%[10.9 µM],1.6%,-17%
CSc1ccc(CCNC(=O)c2cc3c(-c4ccccc4F)nn(C)c3s2)cc1,-3%,-11%[10.9 µM],1.7%,-3%
CCOc1ccc(C2C(=O)N(C3CCCCC3)CC(=O)N2C2CCCC2)cc1OC (configuration not stated),-22%,-12%[10.9 µM],0.3%,2%
CCOCc1cc(CN2CCN(c3ccccc3OC)CC2)c(O)c2ncccc12,20µM*,25%[10.9 µM],1.9%,5%
COc1ccc(-c2noc(CCCc3ccccc3)n2)cc1OC,1%,-19%,-4.1%,-7%
Cc1nc2ccccc2c2oc(C(=O)NCCN3CCN(C)CC3)cc12,6%,7%,6.1%,0%
CCC(C)(C)N1CC(=O)N(Cc2ccccc2)C(c2ccc(OC)cc2)C1=O (configuration not stated),-4%,-2%,-0.7%,4%
O=C(COC(=O)C1CCN(C(=O)c2ccc(Cl)cc2)CC1)c1ccco1,8%,-7%,0.2%,0%
CC#C[C@@]1(O)CC[C@H]2[C@@H]3CCC4=CC(=O)CCC4=C3[C@H](c3ccc(N(C)C)cc3)C[C@]21C,5%[20.6 µM],-4%[16.8 µM],5.1%[25.6 µM],15%[20.6 µM]
Cc1oc(-c2ccc(C(=O)Nc3ccccc3F)cc2)nc1COc1ccccc1,36%[activator],24%[10.9 µM],-4.4%,0%
O=C(NC1CCCCC1)NC1CCN(S(=O)(=O)Cc2ccccc2)CC1,6%,/,-1.8%,-8%
CC(c1ccco1)N(C(=O)c1ccc(Cl)s1)c1ccccn1 (configuration not stated),-6%,-16%,-0.3%,10%
CCCCCn1c(-c2cccc(C)c2)nc2ccccc21,?,-11%[10.9 µM],?,-6%
CS/C(=N\S(=O)(=O)c1cccs1)Nc1ccc(N2CCOCC2)cc1,2%,-2%,-2.0%,-25%
CCOC(=O)c1c(C)n(OCc2ccccc2)c2ccc3nonc3c12,-4%,-16%,1.5%,7%
COc1ccc(N2CCN(CCCNC(=O)C3CCCN(S(=O)(=O)c4cnc[nH]4)C3)CC2)cc1 (configuration not stated),-4%,0%,-1.9%,3%
CCCS(=O)(=O)c1nc(S(=O)(=O)c2ccc(C)cc2)c(N2CCCC2)s1,12%,-13%,-0.4%,13%
Cc1cc(Cl)c(S(=O)(=O)Nc2ccon2)cc1OCC(=O)NC1CCCCC1,12%,7%,1.1%,-2%
O=C(CSc1nncn2c1cc1sccc12)Nc1ccc(Br)cc1F,-12%,22%[10.9 µM],?,-2%
COc1ccc(CNC(=O)CCc2c(C)nn(-c3ccc(N4CCCC4)nn3)c2C)c(OC)c1,-4%,-5%[10.9 µM],0.3%,-2%
CN(C)CCN1C(=O)c2oc3ccccc3c(=O)c2C1c1cccc(Br)c1 (configuration not stated),-1%,-18%,1.9%,5%
CC1(C(=O)NCc2cc(F)cc(C(F)(F)F)c2)C=CC2(CCCCC2)N1C(=O)c1ccccc1 (configuration not stated),-19%,-18%,/,-2%

# Quoted at random: 3 records from the list
SMILES,p53ts 39C kill,Imprint erasure,IkB signaling,p53ts 32C kill
O=C(COC(=O)C1CCN(C(=O)c2ccc(Cl)cc2)CC1)c1ccco1,8%,-7%,0.2%,0%
CCOc1ccc(C2C(=O)N(C3CCCCC3)CC(=O)N2C2CCCC2)cc1OC (configuration not stated),-22%,-12%[10.9 µM],0.3%,2%
COc1ccc(CNC(=O)CCc2c(C)nn(-c3ccc(N4CCCC4)nn3)c2C)c(OC)c1,-4%,-5%[10.9 µM],0.3%,-2%

# By substructure, those above with a CF3 group.
SMILES,p53ts 39C kill,Imprint erasure,IkB signaling,p53ts 32C kill
COc1ccc(-c2cc(C(F)(F)F)nc(SCC(=O)Nc3ccc(C(C)=O)cc3)n2)cc1,-1%,5%[10.9 µM],1.4%,0%
COc1ccc(-n2c3c(c(=O)[nH]c2=O)C(NC(=O)c2ccccc2Cl)(C(F)(F)F)C(=O)N3)cc1 (configuration not stated),23%,-5%[10.9 µM],-1.1%,8%
CC1(C(=O)NCc2cc(F)cc(C(F)(F)F)c2)C=CC2(CCCCC2)N1C(=O)c1ccccc1 (configuration not stated),-19%,-18%,/,-2%
